Screening results as filed in PubChem BioAssay.
NCOA2 inhibitor = human SRC2 (NCOA2) inhibition. Q15596. inhibition, % at 9 µM. actives 0.17% (n = 370,000). HEK293 GAL4-SRC2 luciferase reporter, luminescence;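 active = inhibition above the mean inhibition of all tested compounds plus 3 SD, set per campaign, cut at about 52% in these data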;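 note: 0% = DMSO treated cells and 100% = cells given Gossypol at 36 µM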
EBV LMP1 NFkB = inhibitors of Epstein-Barr LMP1-induced NF-kappaB reporter. inhibition, % at 12.5 µM. actives 0.69% (n = 350,000). LMP1-induced NF-kappaB luciferase reporter cells, luminescence; in the data active = inhibition above about 41%;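 note: 0% = neutral control wells and 100% = reference inhibitor control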
NOD2 RIPK2 PPI = blocks binding of human NOD2 to RIPK2; actives 0.38% (n = 360,000); inhibition, % at 4.98 µM; AID 624267; O43353; CHO BLA complementation NOD2-RIPK2, CCF4 ratio; in the data active = inhibition above about 21%;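 note: 0% = vehicle only and 100% = reference blocker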
Target sequence (O43353 whole entry, looked up): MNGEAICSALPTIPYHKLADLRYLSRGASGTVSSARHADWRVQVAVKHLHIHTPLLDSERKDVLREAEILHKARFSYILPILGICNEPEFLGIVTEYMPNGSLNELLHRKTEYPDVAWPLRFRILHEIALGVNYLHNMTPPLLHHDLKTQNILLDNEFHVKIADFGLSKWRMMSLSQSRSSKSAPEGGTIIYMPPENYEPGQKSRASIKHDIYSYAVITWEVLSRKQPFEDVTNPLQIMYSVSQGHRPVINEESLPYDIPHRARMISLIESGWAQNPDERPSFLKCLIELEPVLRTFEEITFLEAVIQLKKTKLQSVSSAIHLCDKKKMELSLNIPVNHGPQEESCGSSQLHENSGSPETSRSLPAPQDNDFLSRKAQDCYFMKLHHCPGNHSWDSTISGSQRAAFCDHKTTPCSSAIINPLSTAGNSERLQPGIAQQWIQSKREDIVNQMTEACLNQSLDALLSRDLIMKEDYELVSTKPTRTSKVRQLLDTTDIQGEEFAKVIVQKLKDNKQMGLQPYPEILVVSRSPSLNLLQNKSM
TROY signal inh = inhibitors of TROY-dependent NF-kB signaling; actives 0.98% (n = 360,000); inhibition, % at 10 µM; Q293 LMP1-TROYcd NF-kB luciferase reporter, 4 h;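 active = compounds whose plate-normalised and pattern-corrected inhibition of the luciferase reporter signal at the single screening dose is 50% or more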
C8 TRAIL sens = sensitizes caspase-8 expressing cells to TRAIL; actives 1% (n = 360,000); NB7+C8 cells + TRAIL, ATPlite viability luminescence; inhibition (viability loss, TRAIL sensitization), % at 10 µM; AID 624354;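 active = compounds causing at least 50% loss of cell viability in the single-dose screen, relative to plate controls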
NCOA3 inh = inhibitors of human steroid receptor coactivator 3 (SRC3) | Q9Y6Q9 | HEK293 GAL4-SRC3 luciferase reporter, luminescence | inhibition, % at 3.6 µM | actives 0.17% (n = 360,000);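 active = inhibition above a per-campaign cutoff, the mean of all compounds plus 3 SD, cut at about 60% in these data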;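 note: 0% = DMSO-treated cells and 100% = gossypol-treated cells at 36 µM; higher means less SRC3-driven luciferase light from the GAL4 reporter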
NCOA1 inh = inhibits human SRC1 coactivator. HEK293 GAL4-SRC1 luciferase reporter, luminescence. inhibition, % at 3.6 µM. actives 0.12% (n = 360,000). AID 588354;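 active = inhibition above the campaign mean plus 3 SD, with each screening campaign given its own cutoff, cut at about 60% in these data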;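 note: 0% = DMSO treated cells and 100% = gossypol at 36 µM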
TWEAK Fn14 block = inhibitors of TWEAK-Fn14 interaction signaling | inhibition, % at 10 µM | actives 2% (n = 360,000) | TWEAK-stimulated Fn14 reporter cells, luciferase luminescence, 8 h; in the data active = inhibition above about 50%
NR5A2 inv ag = inverse agonists of human LRH-1 (NR5A2); O00482; HEK293T StAR-luciferase reporter, LRH-1 transfected, 24 h; inhibition, % at 3.6 µM; actives 0.13% (n = 360,000);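 active = inhibition above the mean inhibition of all tested compounds plus 3 SD, cut at about 73% in these data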;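 note: 0% = DMSO wells and 100% = reporter-only cells lacking LRH-1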
TLR9-MyD88 block = TLR9-MyD88 interaction inhibition. Q9NR96+Q99836. inhibition, % at 4.98 µM. AID 504734. actives 0.21% (n = 340,000). CHO BLA complementation TLR9-MyD88, CCF4 FRET ratio;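 active = inhibition above the mean over all tested compounds plus 3 SD, cut at about 21% in these data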;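 note: 0% = DMSO only wells and 100% = clavulanate BLA inhibitor control wells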
COUP-TFII inh = inhibitors of human COUP-TFII (NR2F2); P24468; actives 0.7% (n = 370,000); HEK293T NGFI-A luciferase reporter, luminescence; AID 686940; inhibition, % at 8.6 µM;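 active = inhibition above a per-plate cutoff, mean inhibition of test wells between control levels plus 3 SD, cut at about 38% in these data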;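 note: cells cotransfected with COUP-TFII expression vector driving the NGFI-A reporter; 0% = median of COUP-TF2 test wells and 100% = reporter-only cells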
Target sequence (P24468 whole entry, looked up): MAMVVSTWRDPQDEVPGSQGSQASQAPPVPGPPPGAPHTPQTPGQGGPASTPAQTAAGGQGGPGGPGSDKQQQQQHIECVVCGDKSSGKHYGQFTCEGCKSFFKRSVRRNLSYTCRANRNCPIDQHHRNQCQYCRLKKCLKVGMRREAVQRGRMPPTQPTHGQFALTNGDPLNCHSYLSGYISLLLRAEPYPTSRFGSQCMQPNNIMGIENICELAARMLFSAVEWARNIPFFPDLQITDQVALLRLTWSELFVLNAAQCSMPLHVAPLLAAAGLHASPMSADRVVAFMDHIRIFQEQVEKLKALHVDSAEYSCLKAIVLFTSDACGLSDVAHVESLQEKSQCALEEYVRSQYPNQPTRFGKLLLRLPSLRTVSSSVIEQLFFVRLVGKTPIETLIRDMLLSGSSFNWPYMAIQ
An asterisk follows results filed as active; & = joins results of further samples.

`Nc1cccc2c1C(=O)N(c1ccccc1)C2=O` gave NCOA2 inhibitor -15, EBV LMP1 NFkB -7, NOD2 RIPK2 PPI 45*, TROY signal inh -24, C8 TRAIL sens 19, NCOA3 inh -12, NCOA1 inh -6, TWEAK Fn14 block -1, NR5A2 inv ag -25, TLR9-MyD88 block 28* and COUP-TFII inh -5.
`CCc1ccc(OCc2cccc(C(=O)N/N=C\c3cnn(C)c3C)c2)cc1` gave NCOA2 inhibitor -12, EBV LMP1 NFkB -16, NOD2 RIPK2 PPI -7, TROY signal inh -65, C8 TRAIL sens -1, NCOA3 inh -67, NCOA1 inh -42, TWEAK Fn14 block 6, NR5A2 inv ag -20, TLR9-MyD88 block 3 and COUP-TFII inh -51.
Screening NNc1ncnc2scc(-c3ccc(Cl)cc3)c12 returned NCOA2 inhibitor 10, EBV LMP1 NFkB 5, NOD2 RIPK2 PPI -10, TROY signal inh 0, C8 TRAIL sens 49, NCOA3 inh 23, NCOA1 inh 17, TWEAK Fn14 block 14, NR5A2 inv ag 14, TLR9-MyD88 block -3 and COUP-TFII inh 13.
For CC1(C(=O)NC23CC4CC(CC(C4)C2)C3)CC1(Cl)Cl (centres undefined) the results were NCOA2 inhibitor -20, EBV LMP1 NFkB -2, NOD2 RIPK2 PPI -10, TROY signal inh 6, C8 TRAIL sens -4, NCOA3 inh 0, NCOA1 inh 7, TWEAK Fn14 block 5, NR5A2 inv ag 7, TLR9-MyD88 block -1 and COUP-TFII inh 4.
`COc1ccc(CN2C[C@@H](CO)O[C@@H](n3cnc4c(N5CCN(CCO)CC5)ncnc43)C2)cc1` gave NCOA2 inhibitor 2, NOD2 RIPK2 PPI 8, TROY signal inh -18, C8 TRAIL sens -9, NCOA3 inh 3, NCOA1 inh 13, TWEAK Fn14 block 2, NR5A2 inv ag -20 and COUP-TFII inh -5.
`Cc1ccc(S(=O)(=O)N2c3ccccc3OC(C(=O)OC(C)(C)C)(C(=O)OC(C)(C)C)C2CC(=O)c2ccccc2)cc1` (centres undefined) gave NCOA2 inhibitor -10, NOD2 RIPK2 PPI -1, C8 TRAIL sens 8, NR5A2 inv ag 15 and COUP-TFII inh -4.
`COc1ccc(NC2CCCN(C(=O)COc3ccc(C(C)=O)cc3)C2)cc1` (centres undefined) gave NCOA2 inhibitor 10, EBV LMP1 NFkB 3, NOD2 RIPK2 PPI -8, TROY signal inh 9, C8 TRAIL sens -6, NCOA3 inh -5, NCOA1 inh 16, TWEAK Fn14 block -4, NR5A2 inv ag 37, TLR9-MyD88 block 3 and COUP-TFII inh 8.
`O=C(Cn1nc(-c2ccccc2)ccc1=O)NCC1COCCO1` (centres undefined) gave NCOA2 inhibitor 3, EBV LMP1 NFkB -3, NOD2 RIPK2 PPI 4, TROY signal inh 2, C8 TRAIL sens -10, NCOA3 inh 5, NCOA1 inh -34, TWEAK Fn14 block 1, NR5A2 inv ag -2, TLR9-MyD88 block 8 and COUP-TFII inh 3.
`Cc1nc(N2CCN(C)CC2)c2sc(=S)n(-c3ccccc3)c2n1` gave NCOA2 inhibitor -4, EBV LMP1 NFkB 3, NOD2 RIPK2 PPI 4, TROY signal inh -36, C8 TRAIL sens -3, NCOA3 inh 5, NCOA1 inh -7, TWEAK Fn14 block -5, NR5A2 inv ag 1, TLR9-MyD88 block 4 and COUP-TFII inh -9.
Screening C/C(=N\NC(N)=S)C1=CCC2C3CC[C@H]4CC(O)CC[C@]4(C)C3CC[C@]12C (some centres undefined) returned NCOA2 inhibitor 10, EBV LMP1 NFkB -20, NOD2 RIPK2 PPI -6, TROY signal inh 25, C8 TRAIL sens 0, NCOA3 inh -3, NCOA1 inh 14, TWEAK Fn14 block 13, NR5A2 inv ag 17, TLR9-MyD88 block -3 and COUP-TFII inh 14.
CC(c1nnc(SCC(=O)N(C)C2CCS(=O)(=O)C2)n1-c1ccccc1)N(C)C (centres undefined) was read as NCOA2 inhibitor 6, EBV LMP1 NFkB -5, NOD2 RIPK2 PPI 0, TROY signal inh -9, C8 TRAIL sens 4, NCOA3 inh 7, NCOA1 inh -17, TWEAK Fn14 block 1, NR5A2 inv ag 6, TLR9-MyD88 block -1 and COUP-TFII inh -1.
CCC1Nc2ncnc(N3CCOCC3)c2N(Cc2ccc(Br)cc2)C1=O (centres undefined) was read as NCOA2 inhibitor -22&-8, EBV LMP1 NFkB -1, NOD2 RIPK2 PPI 7&-12, TROY signal inh -7&13, C8 TRAIL sens -3&11, NCOA3 inh 10&4, NCOA1 inh -2&12, TWEAK Fn14 block 0&-9, NR5A2 inv ag -1&-7, TLR9-MyD88 block -8 and COUP-TFII inh -4&-17.

Nothing new here: entries from further up.
`Nc1cccc2c1C(=O)N(c1ccccc1)C2=O` gave NCOA2 inhibitor -15, EBV LMP1 NFkB -7, NOD2 RIPK2 PPI 45*, TROY signal inh -24, C8 TRAIL sens 19, NCOA3 inh -12, NCOA1 inh -6, TWEAK Fn14 block -1, NR5A2 inv ag -25, TLR9-MyD88 block 28* and COUP-TFII inh -5.
`CCc1ccc(OCc2cccc(C(=O)N/N=C\c3cnn(C)c3C)c2)cc1` gave NCOA2 inhibitor -12, EBV LMP1 NFkB -16, NOD2 RIPK2 PPI -7, TROY signal inh -65, C8 TRAIL sens -1, NCOA3 inh -67, NCOA1 inh -42, TWEAK Fn14 block 6, NR5A2 inv ag -20, TLR9-MyD88 block 3 and COUP-TFII inh -51.

(listing goes on)
For COc1ccccc1-c1n[nH]c2c1[C@H](C)CC[C@H]2C(C)C the results were NCOA2 inhibitor -16, EBV LMP1 NFkB 6, NOD2 RIPK2 PPI 10, TROY signal inh 3, C8 TRAIL sens -12, NCOA3 inh 19, NCOA1 inh -1, TWEAK Fn14 block -12, NR5A2 inv ag 1, TLR9-MyD88 block -5 and COUP-TFII inh 9.
For CSc1nc2ccc(NC(=O)c3ccc(Cl)s3)cc2s1 the results were NCOA2 inhibitor -51, EBV LMP1 NFkB -54, NOD2 RIPK2 PPI 2, TROY signal inh -79, C8 TRAIL sens 12, NCOA3 inh -75, NCOA1 inh -103, TWEAK Fn14 block -46, NR5A2 inv ag -130, TLR9-MyD88 block -7 and COUP-TFII inh -28.
Screening O=C(Nc1ccc(S(=O)(=O)N2CCOCC2)cc1)c1c(F)cccc1F returned NCOA2 inhibitor -1, EBV LMP1 NFkB -1, NOD2 RIPK2 PPI -12, TROY signal inh -1, C8 TRAIL sens -4, NCOA3 inh -12, NCOA1 inh -2, TWEAK Fn14 block -3, NR5A2 inv ag 1, TLR9-MyD88 block 6 and COUP-TFII inh -15.
For CCC(C)NC(=O)CSc1nc2ccccc2c(=O)n1Cc1ccc(OC)cc1 (centres undefined) the results were NCOA2 inhibitor -6, EBV LMP1 NFkB 0, NOD2 RIPK2 PPI -7, TROY signal inh -11, C8 TRAIL sens 3, NCOA3 inh -20, NCOA1 inh 0, TWEAK Fn14 block -7, NR5A2 inv ag -21, TLR9-MyD88 block 1 and COUP-TFII inh -13.
Screening COc1ccc(/C=C/c2ccncc2)c2ccccc12 returned EBV LMP1 NFkB -2, NOD2 RIPK2 PPI 8, TROY signal inh 18, C8 TRAIL sens -13, NCOA3 inh -4, NCOA1 inh -36, TWEAK Fn14 block 20, NR5A2 inv ag 3 and TLR9-MyD88 block 16.
`Cc1ccn2c(=O)cc(C)nc2c1` gave NCOA2 inhibitor -7, EBV LMP1 NFkB -5, NOD2 RIPK2 PPI 0, TROY signal inh 14, C8 TRAIL sens -3, NCOA3 inh 7, NCOA1 inh -2, TWEAK Fn14 block 11, NR5A2 inv ag -1, TLR9-MyD88 block -5 and COUP-TFII inh -15.
COc1ccc(CC(=O)OCCN(C)C)cc1 was read as NCOA2 inhibitor -6, EBV LMP1 NFkB -2, NOD2 RIPK2 PPI 1, TROY signal inh 2, C8 TRAIL sens -13, NCOA3 inh 0, NCOA1 inh -15, TWEAK Fn14 block 43, NR5A2 inv ag -1, TLR9-MyD88 block -10 and COUP-TFII inh -3.
Screening COc1cccc(OCC(=O)N(C)Cc2nc(-c3cccc(C)c3)no2)c1 returned NCOA2 inhibitor -1, EBV LMP1 NFkB -7, NOD2 RIPK2 PPI 5, TROY signal inh 2, C8 TRAIL sens -4, NCOA3 inh -8, NCOA1 inh -1, TWEAK Fn14 block 13, NR5A2 inv ag -3, TLR9-MyD88 block -3 and COUP-TFII inh 6.
`CCN(CC)S(=O)(=O)N1CCC(C(=O)NC2CCCc3ccccc32)CC1` (centres undefined) gave NCOA2 inhibitor 0, EBV LMP1 NFkB 14, NOD2 RIPK2 PPI 0, TROY signal inh 4, C8 TRAIL sens -17, NCOA3 inh 7, NCOA1 inh -8, TWEAK Fn14 block -12, NR5A2 inv ag -17, TLR9-MyD88 block 3 and COUP-TFII inh -10.

Filtered by structure: the entries above containing two or more sulfur atoms (three)
`Cc1nc(N2CCN(C)CC2)c2sc(=S)n(-c3ccccc3)c2n1` gave NCOA2 inhibitor -4, EBV LMP1 NFkB 3, NOD2 RIPK2 PPI 4, TROY signal inh -36, C8 TRAIL sens -3, NCOA3 inh 5, NCOA1 inh -7, TWEAK Fn14 block -5, NR5A2 inv ag 1, TLR9-MyD88 block 4 and COUP-TFII inh -9.
CC(c1nnc(SCC(=O)N(C)C2CCS(=O)(=O)C2)n1-c1ccccc1)N(C)C (centres undefined) was read as NCOA2 inhibitor 6, EBV LMP1 NFkB -5, NOD2 RIPK2 PPI 0, TROY signal inh -9, C8 TRAIL sens 4, NCOA3 inh 7, NCOA1 inh -17, TWEAK Fn14 block 1, NR5A2 inv ag 6, TLR9-MyD88 block -1 and COUP-TFII inh -1.
For CSc1nc2ccc(NC(=O)c3ccc(Cl)s3)cc2s1 the results were NCOA2 inhibitor -51, EBV LMP1 NFkB -54, NOD2 RIPK2 PPI 2, TROY signal inh -79, C8 TRAIL sens 12, NCOA3 inh -75, NCOA1 inh -103, TWEAK Fn14 block -46, NR5A2 inv ag -130, TLR9-MyD88 block -7 and COUP-TFII inh -28.

Only part of the results is shown, so the mix of outcomes need not match the whole.
